Mac1 fbg enh = CD11b/CD18-fibrinogen binding enhancement | K562 CD11b/CD18 adhesion to fibrinogen, ATPlite luminescence | activation, % at 10 µM | hit rate 0.07% among 93,000 | AID 1499;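 active means 10 µM primary screen giving 50% or more activity, confirmed by 40% or more on retest at that dose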; further: strong numbers were not always called active
ERa coact inh = ER-alpha (human) coactivator binding inhibition | hit rate 1.7% among 86,000 | TR-FRET ER-alpha LBD / SRC-1 peptide, estradiol-bound | inhibition, % at 25.6 µM | P03372 | AID 629; in the data active means inhibition above about 50%;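 further: 0% = receptor plus peptide control and 100% = peptide only without receptor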
Target sequence (P03372 whole entry, looked up, the tested form may be a part): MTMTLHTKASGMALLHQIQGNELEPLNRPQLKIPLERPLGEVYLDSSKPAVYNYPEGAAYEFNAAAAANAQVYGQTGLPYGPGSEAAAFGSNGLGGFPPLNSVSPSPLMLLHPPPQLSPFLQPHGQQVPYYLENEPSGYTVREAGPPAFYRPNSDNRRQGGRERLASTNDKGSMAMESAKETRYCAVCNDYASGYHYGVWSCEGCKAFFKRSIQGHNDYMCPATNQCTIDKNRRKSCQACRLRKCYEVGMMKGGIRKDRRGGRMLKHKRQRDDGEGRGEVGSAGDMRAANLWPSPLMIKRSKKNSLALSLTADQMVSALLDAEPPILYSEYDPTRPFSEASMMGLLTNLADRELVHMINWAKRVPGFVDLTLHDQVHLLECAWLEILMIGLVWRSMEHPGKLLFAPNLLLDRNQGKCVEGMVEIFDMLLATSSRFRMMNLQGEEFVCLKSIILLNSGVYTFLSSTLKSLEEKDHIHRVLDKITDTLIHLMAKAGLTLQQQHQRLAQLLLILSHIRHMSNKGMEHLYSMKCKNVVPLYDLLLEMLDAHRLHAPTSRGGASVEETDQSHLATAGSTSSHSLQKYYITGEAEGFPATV
Smad3 inh = blocks human Smad3 binding to FoxH1 peptide | TR-FRET Smad3/Dy647-FoxH1 peptide binding, europium anti-His | hit rate 0.29% among 88,000 | inhibition, % at 25 µM | P84022 | AID 630;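 active means compounds that reduce the energy-transfer binding signal between the protein and its labelled peptide by more than half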;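 further: 0% = Smad3 plus labelled peptide maximal FRET and 100% = peptide-only background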
MT1-MMP txn act = activates MT1-MMP transcription; hit rate 0.16% among 86,000; HT1080 MT1-MMP promoter luciferase reporter, luminescence, overnight; hits give high values; activation factor at 10 µM; AID 750;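 active means activation factor of at least 2 for MT1-MMP transcription at 10 µM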
HUVEC prolif 384 = blocks proliferation of human endothelial cells; HUVEC proliferation, CellTiter-Glo luminescence, 72 h; hits give low values; hit rate 1.1% among 86,000; viability, % at 10 µM (by protocol);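 active means viability at or below 30%; inactive means viability above 30%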;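 further: 100% = median luminescence of DMSO-only cell control wells on each plate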
ERa coact pot = ER-alpha (human) coactivator binding potentiation; coactivator binding (% of control), % at 25.6 µM; hit rate 1.3% among 86,000; P03372; TR-FRET ERalpha-LBD/SRC-Cy5 coactivator binding, 2 h; 100 = basal binding, no effect; in the data active means activity above about 200%;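 further: binding measured in presence of low estradiol as agonist stimulus; 0% = peptide alone without receptor and 100% = receptor with peptide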
Lung fibro prol = blocks proliferation of human lung fibroblasts | LL 47 human lung fibroblast viability, ATP luminescence; hits give low values | viability, % at 10 µM | hit rate 1.1% among 85,000 | AID 719;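 active means viability at or below 50% in the single dose screen; inactive means viability above 50%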;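 further: compound exposure lasted 72 h before the ATP readout; 100% = median luminescence of untreated cell-only wells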
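Material: human lung fibroblast line LL 47, low passage; Evaluation: viability percentage against median untreated-cell control; Buffer or medium: 15% FBS in IMEM; Incubation: 72 h compound exposure at 37 °C after overnight plating; Dosing: 0.1% DMSO in all compound wells; Measured by: CellTiter-Glo luminescence.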
ERb coact inh = blocks coactivator binding to human estrogen receptor beta. Q92731. TR-FRET ER-beta LBD / SRC1-Cy5 peptide binding; receptor agonist-loaded with 1 µM estradiol. inhibition, % at 25.6 µM. hit rate 1.3% among 86,000. AID 633;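 active means compounds whose percent inhibition of the receptor-coactivator binding signal exceeds about 50% in the single-dose screen, limit read from the data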;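 further: 0% = receptor plus peptide wells without compound and 100% = peptide-only wells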
H69AR inhibit = blocks growth of human H69AR lung tumor cells; viability, % at 10 µM; H69AR lung tumor viability, ATP luminescence, 72 h; hits give low values; hit rate 6% among 85,000; AID 598;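 active means viability at or below 40%; inactive means viability above 40%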;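 further: multidrug resistant small cell line overexpressing MRP-1 efflux transporter; 100% = mean luminescence of untreated control wells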
* hit, by the source's call; · = not tested or not shown; [ ] = dose if it differs, or a comment.

cpd	SMILES	Mac1 fbg enh	ERa coact inh	Smad3 inh	MT1-MMP txn act	HUVEC prolif 384	ERa coact pot	Lung fibro prol	ERb coact inh	H69AR inhibit
1	CCC(C)NS(=O)(=O)c1ccc(OCC(=O)NCC2CCCO2)cc1 (centres undefined)	·	-5.1	-24.9	1.1	107.2	93.5	94.9	-2.1	99.3
2	COc1ccc(NC(=O)COC(=O)c2ccc(OCc3c(C)noc3C)cc2)cc1OC	·	-16.8	4.8[fluorescence artefact?]	1.2	93.8	104.2[fluorescence artefact?]	103.8	-23.6	90.7
3	Cc1ccc(Cn2cnc3ccccc32)cc1	-2.3	7.1[fluorescence artefact?]	15.6	1.2	84.7	116.6	91.9	-3.9[fluorescence artefact?]	88.4
4	O=C(NCCCN1CCCC1=O)c1nnc(Cc2c(F)cccc2Cl)o1	-0.1	-7.6	10.5[fluorescence artefact?]	1	96.7	111.0	99.9	-3.1	96.1
5	Cc1cc(C)n(-c2nc(C)nc(N)n2)n1	-6.1	-4.0	5.5	1.2	94.6	112.8	89.8	-6.6	97.7
6	CC1CN(c2nc3ccccc3nc2C(C#N)C(=O)OC2CCCCC2)CC(C)O1 (centres undefined)	-1.0	4.2	0.7	1.1	78.6	96.4	89.4	-2.8	85.0
7	CC1=C(C)CC(C(=O)Nc2cccc(Cl)c2)C(C(=O)O)C1 (centres undefined)	-1.1	-2.7	8.2	1.1	92.2	130.2	107.8	-0.1	90.9
8	Cn1cc(C(=O)c2ccc(Cl)cc2Cl)cc1C(=O)N/N=C(\N)COc1ccc(Cl)cc1Cl	0.1	-1.5	-0.2	·	62.3	102.8	68.0	-6.8	18.2*
9	COc1ccc(NC(=O)CN2CCN(S(=O)(=O)c3ccc(Cl)cc3)CC2)cc1Cl	-3.1	-1.7	-0.9	1	83.6	129.5	103.2	0.9	82.7
10	ONC(=Nc1ccccc1)C(=Nc1ccccc1)NO	1.2	7.0	0.3	1.1	105.2	106.9	92.7	-6.5	86.3
11	Cc1ccc(-c2nc(=S)c3c(n2Cc2ccco2)CC(C)(C)OC3)cc1	·	-5.6	17.4[fluorescence artefact?]	1	95.6	78.5	94.8	-1.6	75.8
12	CCOC(=O)C1=C(C)OC(N)=C(C#N)C1c1cc2cc(C)ccc2nc1N1CCCCC1 (centres undefined)	·	13.9[fluorescence artefact?]	7.0[fluorescence artefact?]	1.3	104.5	318.1*[fluorescence artefact?]	98.1	31.5[fluorescence artefact?]	54.0
13	CCCCSc1nc2c(cc1C#N)CCC2	-0.7	-1.3	13.1	1.4	102.8	102.7	92.0	-3.2	86.1
14	O=c1c2ccccc2nc(SCc2nnc(-c3ccccc3)o2)n1-c1ccc(F)cc1F	-2.7	7.9[fluorescence artefact?]	0.5	1	95.6	130.1	·	6.6[fluorescence artefact?]	96.6
15	CCOC(=O)c1cccc(S(=O)(=O)N(CCO)Cc2cc3cc(OC)ccc3[nH]c2=O)c1	4.9	12.8	-4.9	1.1	92.8	86.6	101.6	11.0	·
16	Cc1ccc(N2C(=O)CC(NCc3ccc4c(c3)OCO4)C2=O)cc1Cl (centres undefined)	-1.4	-6.2	-2.6	1.1	102.9	117.2	100.6	0.7	73.2
17	Cc1cc(C)cc(NC(=O)CN2C(=O)NC(C)(c3ccccc3)C2=O)c1 (centres undefined)	2.6	6.0	1.9	1.2	102.9	117.6	102.4	-5.8[fluorescence artefact?]	85.9
18	O=C(NC1CCCCC1)C(c1ccncc1)N(Cc1ccc2c(c1)OCO2)C(=O)c1cnsn1 (centres undefined)	·	-23.1	10.0	1.2	98.0	121.2	90.3	-19.3	69.0
19	CN1CCN(CC(=O)Nc2nc(-c3ccccc3)cs2)CC1	·	-5.3	-1.2	1.1	81.1	140.3	94.1	0.1	79.3
20	CCCCNS(=O)(=O)c1ccc(OC)c2ncccc12	·	-15.4	3.3	1.1	86.9	121.4	97.0	-21.1	94.7
21	CCOC(=O)c1sc(NC(=O)c2ccncc2)nc1C	·	-7.7	4.2	1.1	103.9	96.0	98.9	-4.8	96.2
22	O=C(OCC(=O)N1CCN(c2ccccc2)CC1)C1=COCCO1	-0.7	-0.3	5.0[fluorescence artefact?]	1.3	91.2	124.2	92.8	3.0	34.0*
23	Cc1cccc2sc(NC(=O)Cn3cccc3)nc12	-1.4	-0.7	5.8[fluorescence artefact?]	1	98.3	121.7	101.8	-5.2[fluorescence artefact?]	83.2
24	Cc1ccc(S(=O)(=O)NCCSc2nnnn2-c2cc(C)ccc2C)cc1	-3.3	-5.6	-1.1	1.1	91.4	111.4	90.0	-10.7	51.0
25	O=C(Cn1cnc2scc(-c3ccc(F)cc3)c2c1=O)N1CCOCC1	-2.6	14.6	-2.7	1.1	92.4	103.0	106.8	5.8	94.1
26	c1ccc(CCc2ccccc2-c2nc(-c3cccnc3)no2)cc1	8.8	-34.2	5.1	1.1	102.8	115.4	87.5	-10.3[fluorescence artefact?]	89.9
27	CCOc1ccc(OCC)c(NC(=O)C2CCN(S(=O)(=O)c3cnc[nH]3)CC2)c1	4.0	-13.0	7.7	1	96.7	113.0	96.5	-1.9	87.4
28	Cc1cc(-c2csc(NC(=O)c3ccc(=O)n(C)n3)n2)c(C)n1CC1CCCO1 (centres undefined)	25.8	31.1[fluorescence artefact?]	2.6	1	86.6	49.2[fluorescence artefact?]	110.2	23.2[fluorescence artefact?]	68.0
29	Cc1cn(Cc2ccccc2)c(=O)[nH]c1=O	-4.2	-6.4	1.0	1.1	86.9	99.3	97.5	0.3	94.6
30	CCCc1cc(C(=O)N2CCN(C(c3ccccc3)c3ccccc3)CC2)no1	4.1	0.1	0.6	1.1	131.4	102.5	90.4	-2.8	95.9
31	O=c1c2c3c(sc2n2c(=S)[nH]nc2n1Cc1ccccc1)CN(Cc1ccccc1)CC3	·	22.0	6.1[fluorescence artefact?]	1.1	84.1	93.6	97.0	21.6	81.6
32	O=c1c2cc(N3CCOCC3)ccc2[nH]c(=S)n1Cc1ccco1	4.4	47.2	4.9	1.4	95.6	98.9[fluorescence artefact?]	103.7	51.1*	69.0
33	O=C(CCN1C(=O)COc2ccccc21)NCCN1CCN(c2cccc(Cl)c2)CC1	8.4	-2.2	-2.8	1	94.7	114.3	101.5	1.6	79.2
34	N#CCCN(Cc1cccnc1)C(=O)c1ccc(S(=O)(=O)N2CCOCC2)cc1	-0.6	1.4	0.1	1.2	98.7	104.2	95.3	1.3	90.5
35	CCn1ccc(C(=O)Oc2ccc(C(C)C)cc2)n1	2.3	-1.4[fluorescence artefact?]	-7.9	1.3	91.7	107.1	97.7	-1.9	114.0
36	O=C(CSc1nnc(-c2ccco2)n1-c1ccccc1)N1CCN(C(=O)c2ccco2)CC1	4.1	-22.4	20.9[fluorescence artefact?]	1.1	108.2	521.4*[fluorescence artefact?]	103.7	-4.0	83.7

Reprinted from the part before: 4 compounds, followed by the next part.
cpd	SMILES	Mac1 fbg enh	ERa coact inh	Smad3 inh	MT1-MMP txn act	HUVEC prolif 384	ERa coact pot	Lung fibro prol	ERb coact inh	H69AR inhibit
33	O=C(CCN1C(=O)COc2ccccc21)NCCN1CCN(c2cccc(Cl)c2)CC1	8.4	-2.2	-2.8	1	94.7	114.3	101.5	1.6	79.2
34	N#CCCN(Cc1cccnc1)C(=O)c1ccc(S(=O)(=O)N2CCOCC2)cc1	-0.6	1.4	0.1	1.2	98.7	104.2	95.3	1.3	90.5
35	CCn1ccc(C(=O)Oc2ccc(C(C)C)cc2)n1	2.3	-1.4[fluorescence artefact?]	-7.9	1.3	91.7	107.1	97.7	-1.9	114.0
36	O=C(CSc1nnc(-c2ccco2)n1-c1ccccc1)N1CCN(C(=O)c2ccco2)CC1	4.1	-22.4	20.9[fluorescence artefact?]	1.1	108.2	521.4*[fluorescence artefact?]	103.7	-4.0	83.7
37	Cc1ccc(Nc2cc(C)nn2-c2nc(C)cc(=O)[nH]2)cc1	·	0.5	-1.2	0.3	29.8*	94.3	4.5*	-0.3[fluorescence artefact?]	1.4*
38	COc1ccc(C2C(C(=O)N3CCCCC3)c3ccccc3C(=O)N2C)cc1 (centres undefined)	-8.4	2.7	-8.2	1.1	91.1	101.9	106.5	4.3	76.4
39	Cc1noc(C)c1S(=O)(=O)Nc1ccc(C(=O)O)cc1	2.0	-0.9	3.2	1	87.5	122.8[fluorescence artefact?]	·	2.5	96.9
40	CCOC(=O)Cn1c(=O)c(-c2ccccc2NCc2ccccc2)nc2ccccc21	·	-6.6[fluorescence artefact?]	-3.2	1.2	56.7	105.0	73.9	8.3[fluorescence artefact?]	27.6*
41	CCc1c(C)nc(N)n2c(SCC(=O)N3CCCC(C)C3)nnc12 (centres undefined)	0.3	4.3	0.7	1.1	88.0	125.2	93.8	-3.4[fluorescence artefact?]	99.0
42	CCN1C(=O)c2ccccc2Sc2ccc(C(=O)NCCN3CCOCC3)cc21	·	-4.3	1.2	1.1	89.3	116.6	99.6	2.2	91.1
43	COC(=O)c1[nH]c2ccc(C)cc2c1NC(=O)C1=COCCO1	-7.3	-3.0	-2.2	1.1	95.8	106.1	98.3	-5.6	110.1
44	CN1C(=O)c2oc3ccccc3c(=O)c2C1c1ccncc1 (centres undefined)	4.2	8.3	-3.2	1.1	114.0	112.4[fluorescence artefact?]	103.3	7.5	93.6
45	CC1CC(C)CN(CC(C)(C)NS(=O)(=O)c2ccccc2)C1 (centres undefined)	-2.0	-4.6[fluorescence artefact?]	-1.2	1.1	94.8	74.4	98.6	-2.4	100.5
46	Cc1ccc(-n2ncc(C(=O)N3CCc4ccccc4C3)c2NC(=O)c2ccco2)cc1C	·	2.3	-0.9	1.1	87.4	102.3	103.3	-11.1	25.6*
47	N#CC(=C1CCCC1)c1nc(-c2ccccc2)cs1	·	-4.7	-2.8	1.5	95.1	96.8	90.3	-13.6	87.1

Bioassay records deposited in PubChem BioAssay by several laboratories.

An excerpt; the hit share may differ from the screen's.
